m5-HT2A agonist: mouse HTR2A agonism via beta-arrestin recruitment; 360,000 tested, 0.66% active; P35363; activation, % at 7.6 µM; CHO-K1 mHTR2A beta-arrestin complementation, luminescence; percent of 30 µM serotonin response;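 active = activation above a run cutoff, the mean activation of all tested compounds plus 3 SD, cut at about 14% in these data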;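 also: 0% = plate median of compound wells and 100% = 30 µM serotonin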
TLR9-MyD88 block: blocks human TLR9 binding to MyD88. Q9NR96+Q99836. CHO BLA complementation TLR9-MyD88, CCF4 FRET ratio. inhibition, % at 4.98 µM. 340,000 tested, 0.21% active. AID 504734;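 active = inhibition above the mean over all tested compounds plus 3 SD, cut at about 21% in these data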;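 also: 0% = DMSO only wells and 100% = clavulanate BLA inhibitor control wells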
Target sequence (Q99836 whole entry, looked up): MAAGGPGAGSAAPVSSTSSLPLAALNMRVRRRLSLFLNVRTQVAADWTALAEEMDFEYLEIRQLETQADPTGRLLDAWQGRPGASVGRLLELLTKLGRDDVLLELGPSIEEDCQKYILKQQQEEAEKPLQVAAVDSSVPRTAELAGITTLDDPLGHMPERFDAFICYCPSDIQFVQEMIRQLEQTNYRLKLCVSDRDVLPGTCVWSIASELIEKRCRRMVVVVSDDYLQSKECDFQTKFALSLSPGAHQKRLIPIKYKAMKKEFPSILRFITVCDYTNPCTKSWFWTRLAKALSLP
Target sequence (Q9NR96 whole entry, looked up): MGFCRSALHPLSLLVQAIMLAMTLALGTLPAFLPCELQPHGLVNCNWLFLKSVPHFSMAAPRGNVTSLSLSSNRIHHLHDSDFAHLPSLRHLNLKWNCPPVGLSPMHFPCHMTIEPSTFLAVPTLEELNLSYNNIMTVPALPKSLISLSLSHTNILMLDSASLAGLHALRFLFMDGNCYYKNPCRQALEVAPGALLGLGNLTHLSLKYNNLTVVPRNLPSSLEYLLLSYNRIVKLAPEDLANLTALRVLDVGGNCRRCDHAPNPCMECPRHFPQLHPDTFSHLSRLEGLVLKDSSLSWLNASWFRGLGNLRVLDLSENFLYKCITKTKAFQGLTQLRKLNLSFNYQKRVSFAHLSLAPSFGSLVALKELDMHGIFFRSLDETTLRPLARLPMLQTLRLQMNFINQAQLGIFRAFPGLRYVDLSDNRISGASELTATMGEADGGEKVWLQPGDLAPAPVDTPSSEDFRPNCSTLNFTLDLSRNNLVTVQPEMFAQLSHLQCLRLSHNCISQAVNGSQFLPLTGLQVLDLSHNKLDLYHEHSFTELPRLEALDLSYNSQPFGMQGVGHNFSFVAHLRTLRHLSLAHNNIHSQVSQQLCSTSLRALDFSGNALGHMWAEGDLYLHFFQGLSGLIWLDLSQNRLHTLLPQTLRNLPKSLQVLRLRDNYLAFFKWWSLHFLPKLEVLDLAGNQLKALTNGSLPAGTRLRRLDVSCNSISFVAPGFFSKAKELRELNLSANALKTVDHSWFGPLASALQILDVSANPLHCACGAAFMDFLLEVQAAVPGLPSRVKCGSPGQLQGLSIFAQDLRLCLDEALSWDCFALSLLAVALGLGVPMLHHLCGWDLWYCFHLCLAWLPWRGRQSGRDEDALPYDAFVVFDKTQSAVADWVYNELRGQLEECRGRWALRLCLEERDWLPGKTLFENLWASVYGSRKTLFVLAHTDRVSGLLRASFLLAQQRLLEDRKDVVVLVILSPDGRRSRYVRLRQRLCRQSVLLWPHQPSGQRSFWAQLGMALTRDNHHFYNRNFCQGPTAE
SRC2 inh: human SRC2 (NCOA2) inhibition | 370,000 tested, 0.17% active | HEK293 GAL4-SRC2 luciferase reporter, luminescence | inhibition, % at 9 µM | AID 651957;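 active = inhibition above the mean inhibition of all tested compounds plus 3 SD, set per campaign, cut at about 52% in these data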;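 also: 0% = DMSO treated cells and 100% = cells given Gossypol at 36 µM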
ABHD5-PLIN5 inh: blocks binding of human ABHD5 to perilipin-5. inhibition, % at 4 µM. Q00G26+Q8WTS1. Split G. princeps luciferase complementation, luminescence, 4 h. 360,000 tested, 0.78% active;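 active = inhibition above the mean inhibition across every tested compound plus 3 SD, cut at about 22% in these data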;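 also: 0% = DMSO only wells and the 100% control is not disclosed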
N-glyco inh: blocks N-linked glycosylation in D54 reporter cells. 360,000 tested, 0.23% active. reporter increase, % at 12.5 µM. D54 ERlucT glycosylation luciferase reporter, 24 h; percent of 100 nM tunicamycin response. AID 588692;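 active = mean luciferase reporter signal, scaled so untreated is 0 and the glycosylation-blocking control 100, at or above a set limit in every replicate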;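 also: luciferase carries N-glycosylation sites so blocking glycosylation raises the light; 0% = median of neutral control wells and 100% = median of 100 nM tunicamycin wells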
MC4R antag cAMP: antagonists of human melanocortin 4 receptor (MC4R) | P32245 | MC4R-expressing cells, MTII-stimulated cAMP, LANCE TR-FRET | inhibition, % at 6.5 µM | 360,000 tested, 0.48% active | AID 540295;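 active = inhibition above its plate's cutoff, the mean of tested wells on that plate plus 3 SD, cut at about 29% in these data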;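 also: 0% = Melanotan II alone and 100% = Melanotan II plus saturating MCL0020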
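System: U2OS cells stably expressing human melanocortin 4 receptor (MC4R). Reagent: Melanotan II challenge after compound preincubation. Doses: 6.5 µM. Times: 30-min compound, 1-h challenge, 1-h detection, room temperature. Measured by: TR-FRET with Eu-cAMP and labeled anti-cAMP, 671 nm. Replicates: singlicate.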
MC4R barr agon: activates human MC4R beta-arrestin recruitment; P32245; U2OS MC4R beta-arrestin complementation, luminescence; percent of melanotan II response, DMSO zero; activation, % at 8.9 µM; 360,000 tested, 0.98% active;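 active = activation above a per-plate cutoff, the mean activation of sample wells on that plate plus 3 SD, cut at about 8% in these data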
ABCB6 inh 2: inhibitors of human ABC transporter ABCB6. K562-ABCB6 porphyrin accumulation, flow cytometry, 1 h; stronger effect = lower value. fluorescence ratio to DMSO, % at 10 µM. 360,000 tested, 0.19% active. AID 602162;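 active = fluorescence ratio to DMSO below 75%, the collection mean minus 3 SD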;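 also: signal is porphyrin accumulated inside mitochondria; 100% equals median channel fluorescence of DMSO control wells; lower ratio means ABCB6 inhibition with less porphyrin fluorescence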
H9c2 protect: myocardial damage modulation in H9c2 cells. protection from H2O2 cell death, % at 20 µM. 360,000 tested, 0.63% active. H9c2 cardiomyocytes, H2O2 injury protection, ATPLite, 2 h. AID 588492;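 active = compounds giving at least 50% protection of heart cells from peroxide-induced death in the single-dose screen, raw or plate-pattern-corrected value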;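 also: 0% = DMSO wells with peroxide and 100% = DMSO wells without peroxide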
NOD2-RIPK2 inh: NOD2-RIPK2 protein interaction inhibition. O43353. CHO BLA complementation NOD2-RIPK2, CCF4 ratio. AID 624267. 360,000 tested, 0.38% active. inhibition, % at 4.98 µM; in the data active = inhibition above about 21%;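 also: 0% = vehicle only and 100% = reference blocker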
* = called active by the depositor; . = not tested or not shown.

SMILES	m5-HT2A agonist	TLR9-MyD88 block	SRC2 inh	ABHD5-PLIN5 inh	N-glyco inh	MC4R antag cAMP	MC4R barr agon	ABCB6 inh 2	H9c2 protect	NOD2-RIPK2 inh
Cc1ccccc1Nc1c(C)c(C)nc2ncnn12	0	-5	0	5	-4	-1	-1.5	97	-11	-6
COCCCN=Cc1c(C)[nH]n(-c2ccc(Br)cc2Br)c1=O	2	.	-16	3	4	-4	-1.2	93	3	-3
Cc1cc2c(cc1C)CSC(c1ccccc1OC(=O)C(C)(C)C)SC2	-3	1	-36	2	-6	4	0.8	84	-22	-10
O=S(=O)(NCc1ccc(F)cc1)c1ccc(-c2cnc(C3CC3)o2)cc1	2	-6	-1	-6	3	4	0.4	98	-8	-2
COc1ccc(CCN2CC(C(=O)OC(C)C(=O)Nc3cccc(Cl)c3)CC2=O)cc1OC (configuration not stated)	-11	-3	17	4	1	16	-0.4	96	0	8
COC(=O)c1ccccc1NC(=O)CSc1nnc(COc2cccc(OC)c2)n1C	-2	0	-16	6	-2	-3	-2.5	94	1	5
CN(CCO)c1ncnc2c1sc1nc(N3CCOCC3)c3c(c12)CCC3	0	-6	-20	-1	6	2	-0.7	92	27	-3
CC1CCc2c(sc3nc(CSc4n[nH]c(N)n4)[nH]c(=O)c23)C1 (configuration not stated)	-2	4	-8	-5	0	1	-1.1	96	-9	2
CC1(C)CC(=O)C(C=NCCN2CCN(CC(=O)Nc3ccccc3)CC2)=C(O)C1	2	8	1	5	2	4	-1.8	96	-1	8
O=[N+]([O-])c1cccc(/C=C/C=N/Nc2nc(N3CCCCC3)nc(N3CCCCC3)n2)c1	0	-3	11	7	-5	-6	-2.4	96	1	2
COc1ccccc1NC(=O)NCCC1=CCCCC1	-8	4	-13	-4	-1	11	-2.4	102	-8	-4
Cc1cccc(CNC(=O)C2CCC(=O)N(Cc3ccccc3F)C2)n1 (configuration not stated)	8	-8	4	1	0	6	0.3	96	0	-12
CCOP(=O)(NC(c1ccccc1)c1nc2ccccc2[nH]c1=O)OCC (configuration not stated)	-4	-2	-18	0	1	-1	-0.1	80	-3	-10
NC(=O)C1CCN(C(=O)CC2(CC(=O)O)CCCCC2)CC1	4	-8	14	8	1	-4	2.1	104	7	3
O=C(NNS(=O)(=O)c1ccccc1Cl)C1COc2ccccc2O1 (configuration not stated)	-1	4	16	-8	2	11	-3.0	101	2	-3
CC1=C(C(=O)N2CCOCC2)CC(CC(=O)NCC2CCCCC2)C(=O)N1Cc1ccccc1 (configuration not stated)	-3	3	9	-6	1	7	1.1	103	-3	-5
Cc1c(OCC(=O)NCC2CCC(C(=O)O)CC2)ccc2c3c(c(=O)oc12)CCC3 (configuration not stated)	-3	-6	-6	-3	3	6	-1.7	97	6	3
CS(=O)(=O)N1CCc2cc(S(=O)(=O)N3CCCCC3)ccc21	3	4	5	-1	3	6	-2.2	98	5	-8
CC(C)CN1CCN(Cc2cccn2-c2ccc(Cl)cn2)CC1CCO (configuration not stated)	-2	-6	-10	-2	1	10	-0.2	101	6	-12
COc1ccccc1-c1cc(C(F)(F)F)nc(N2CCN(c3ccc(F)cc3)CC2)n1	0	-6	17	-6	-3	1	-2.3	88	-4	-11
CCc1ccc2oc(-c3cccc(NC(=O)c4cccnc4)c3)nc2c1	10	-4	-28	3	1	5	0.9	94	2	1
Cc1ccccc1N1CCN(Cc2c[nH]c3ccccc23)CC1	-5	-4	14	1	-5	-1	7.7	101	-3	-2
CC1(C)Cc2ccccc2C(/C(C#N)=N/O)=N1	-1	-13	-13	2	-2	10	-1.6	95	2	-1
COc1ccc(-n2c(Cc3cccn3C)nnc2SCC(=O)Nc2cccc(Cl)c2)cc1	0	-8	-20	-1	-2	5	0.5	97	-4	-6
O=C(Nc1ccccc1C(=O)NCc1ccco1)c1ccccc1	3	6	8	7	0	-10	-0.5	90	-7	-5
Clc1ccc(OCc2nc(-c3ccc(Br)o3)no2)cc1	-4	-4	9	-7	-1	4	0.8	90	-3	2
C(=NNC1=NCCN1)c1ccnc2ccccc12	-4	.	-3	8	1	.	.	97	3	-8
O=C(O)c1ccc(/C=C/c2ccc3cccc(O)c3n2)cc1	-2	-7	-53	0	3	4	-0.5	95	7	-10
Cc1cc(-c2ccc(C)c(S(=O)(=O)NCc3ccc(Br)cc3)c2)on1	-6	0	33	-8	-9	-2	-0.9	97	-12	5
c1ccc(CNc2nc3ccccc3n3cnnc23)nc1	-3	5	-41	6	-1	1	0.6	94	26	-10
C#CNC(=O)C1(CC=C)CCNCC1	-3	-7	12	3	4	14	1.6	100	8	-3
CC(=O)c1ccc(Cc2cnc(N)s2)cc1	0	5	-13	6	0	5	-0.5	96	2	-5
Cc1cc(C)c(NC(=O)CSc2nc3ccc(NC(=O)CSc4nnnn4Cc4ccccc4)cc3s2)c(C)c1	0	-5	12	-1	0	5	-0.7	102	0	-1
Nc1c(C(=O)c2ccccc2)sc2nsc(SCCN3CCOCC3)c12	4	.	-20	-25	20	6	1.9	123	-5	12
COc1ccc(CNC(=O)c2ccccc2SCC(=O)NCc2ccco2)cc1	-9	0	17	2	-2	7	1.1	97	3	1
CSc1nnc(Cn2c(=O)sc3ccccc32)n1-c1ccccc1	0	-9	-22	-1	-2	2	-1.6	96	11	11
Cc1ccc([C@H]2C[C@H](O)[C@@H](n3cc(COC(=O)c4ccccc4)nn3)CN2CC2CCCCC2)cc1	5	-5	15	0	-3	12	1.1	107	-32	-19
Cc1nc(CNS(=O)(=O)c2ccc3c(c2)CCCC3)cs1	0	5	2	4	-4	7	0.8	88	-18	-4
COc1ccc(/C=C/C(=O)NC(=S)Nc2ccc(S(=O)(=O)Nc3cc(C)on3)cc2)cc1	-8	10	1	-8	2	13	3.8	97	-5	-6
O=C(Nc1ccccc1)c1ccc(-c2ccccc2Cl)o1	-5	-5	-54	-6	0	3	8.5*	110	-17	-6

Structural class, the compounds so far containing a thiophene ring, fused or not (three)
SMILES	m5-HT2A agonist	TLR9-MyD88 block	SRC2 inh	ABHD5-PLIN5 inh	N-glyco inh	MC4R antag cAMP	MC4R barr agon	ABCB6 inh 2	H9c2 protect	NOD2-RIPK2 inh
CN(CCO)c1ncnc2c1sc1nc(N3CCOCC3)c3c(c12)CCC3	0	-6	-20	-1	6	2	-0.7	92	27	-3
CC1CCc2c(sc3nc(CSc4n[nH]c(N)n4)[nH]c(=O)c23)C1 (configuration not stated)	-2	4	-8	-5	0	1	-1.1	96	-9	2
Nc1c(C(=O)c2ccccc2)sc2nsc(SCCN3CCOCC3)c12	4	.	-20	-25	20	6	1.9	123	-5	12

Continuation:
SMILES	m5-HT2A agonist	TLR9-MyD88 block	SRC2 inh	ABHD5-PLIN5 inh	N-glyco inh	MC4R antag cAMP	MC4R barr agon	ABCB6 inh 2	H9c2 protect	NOD2-RIPK2 inh
O=C(/C=C/c1ccccc1)Nc1cc(S(=O)(=O)N2CCOCC2)ccc1N1CCOCC1	-16	4	-10	-3	0	15	-2.8	100	2	-15
O=C(c1ccccc1F)N1CCN(c2ccc([N+](=O)[O-])c3ncccc23)CC1	3	-7	-7	-2	0	9	-0.5	96	-12	-16
Cc1oc(-c2ccc(Cl)cc2)nc1CS(=O)CC(=O)NC1CCCCCC1 (configuration not stated)	1	2	3	10	1	-3	0.2	99	-10	-7
Cc1ccc(C(=O)N2CCCCCC2)cc1Br	-1	-11	-4	6	-1	4	1.6	96	3	2
Cc1cccc(C)c1N1C(=O)c2ccccc2NC(=O)C1C(=O)NCC(C)C (configuration not stated)	1	.	11	-10	.	.	.	.	.	-10
COc1ccc(N2CCN(C(=O)CCNS(=O)(=O)c3ccc4c(c3)CCC(=O)N4)CC2)cc1	2	-2	-20	1	0	6	-1.7	101	-3	-5
COCCCNCCOCCOc1c(OC)cccc1OC	3	-20	3	3	-1	1	-0.9	94	7	-7
Cc1cc(Nc2ccccc2)n(C(=O)c2ccc(Cl)cc2)n1	-1	1	-5	-4	0	-6	-0.4	93	-11	-11
CCCn1c(SCC(=O)NC(C)(C)C)nnc1-c1ccco1	2	7	-16	-2	3	-1	-0.1	97	9	4
Cn1ccc2c(N3CCCC3)cc3c(c21)C1CCC3O1 (configuration not stated)	0	.	-13	-4	5	.	.	107	3	0
COc1ccc(NC(=S)N2CCN(CCN3C(=O)c4cccc5cccc(c45)C3=O)CC2)cc1	2	10	5	-6	3	5	-2.0	89	0	-3
CC(O)CO (configuration not stated)	6	-2	-13	-13	0	7	0.6	99	0	-4
N#Cc1c(C(F)(F)F)cc(-c2cccs2)nc1SC(C(=O)O)c1ccccc1 (configuration not stated)	1	6	11	3	2	5	-0.8	106	1	5
CC(OC(=O)c1ccc(S(=O)(=O)NCc2ccco2)cc1)C(=O)Nc1ccc(Cl)cn1 (configuration not stated)	-5	-9	17	-14	-2	3	0.9	94	-5	7
COc1ccc(N2CCN(C(=O)CCC(=O)N3CCOc4ccc(Cl)cc43)CC2)cc1	-6	-7	-2	3	0	6	0.5	96	-2	4
C=CC(=O)Nc1ccc(Br)cc1	1	0	22	3	4	8	-1.4	104	-6	7
CN(C(=O)c1cccc(NC(=O)Cc2cccc(NC(=O)C3CCN(C(=O)c4ccccc4)CC3)c2)c1)C1CCCC1	0	3	-12	-2	0	-1	0.6	98	-4	11
Cc1ccc(S(=O)(=O)N(CCCN2CCCC2=O)Cc2cc3c(C)ccc(C)c3[nH]c2=O)cc1	-1	-4	-14	6	-1	16	-2.7	95	18	4
CCOC(=O)CSC1=C(C#N)C(c2ccc(C)cc2)C(C(=O)OC)C(=O)N1 (configuration not stated)	0	-4	17	4	-2	-2	-0.9	94	10	1
C=CCOn1c(=O)c(-c2cc3ccccc3o2)[n+]([O-])c2ccccc21	-2	-2	-40	-4	0	-13	2.5	103	10	5
CCOCCCNC(=O)C(c1ccc(Cl)cc1)N1CCN(C(=O)c2ccco2)CC1 (configuration not stated)	10	4	-9	-5	2	1	-2.1	95	9	3
CN(CC(=O)Nc1cccc(F)c1)C(=O)c1sccc1-c1ccccc1	-4	7	-15	-1	-2	-4	-2.9	94	0	2
NC(=O)C1CCN(C(=O)CSc2ccsc2[N+](=O)[O-])CC1	2	2	-10	-3	0	-4	-2.0	94	2	2
COc1cccc(NC(=O)c2ccc(N3C(=O)C4CC=C(C)CC4C3=O)cc2)c1 (configuration not stated)	7	-1	-3	-4	-6	3	-1.6	92	-4	4
CCN(CC)S(=O)(=O)c1ccc(N2CCOCC2)c(NS(=O)(=O)c2ccc(C)c(C)c2)c1	-1	1	22	-2	-1	11	-2.2	96	0	-1
O=c1ccn([C@@H]2O[C@H](CNCc3cccn3-c3nccs3)[C@@H](O)[C@H]2O)c(=O)[nH]1	1	.	-34	-1	2	.	.	95	2	2

Screens (PubChem)

This is a subset, so the mix of outcomes need not match the whole.
